High-throughput results as filed in PubChem BioAssay.
PRMT1 FP inh: PRMT1 methyltransferase inhibitors, primary screen, biochemical, fluorescence polarization; inhibition, % at 2.79 µM; Protein arginine N-methyltransferase 1 (Homo sapiens), Q99873; AID 652257, 2013; recombinant PRMT1, activity-based probe fluorescence polarization; hit rate 1.3% among 370,000;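 active means inhibition above about 21% made by adding two undisclosed values, limit read from the data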
TCR-CD3 inh: inhibitors of human TCR-CD3 interaction, primary screen, biochemical, fluorescence, TAMRA-labeled TCR probe; hit rate 0.37% among 360,000; inhibition, % at 9.4 µM; T-cell receptor (TCR); in the data active means inhibition above about 19%;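 further: recombinant mutant TCR 2C K166C tagged with TAMRA read by polarization; 0% = receptor in buffer alone and 100% = receptor with positive control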
SIAE inh: human SIAE inhibitors, primary screen, biochemical, fluorescence polarization, FP-Rh probe, 1536-well HTS; hit rate 0.69% among 370,000; Sialate O-acetylesterase (Homo sapiens), Q9HAT2; SIAE FP-Rh probe binding; inhibition, % at 9.66 µM;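 active means inhibition above a cutoff: mean of compounds within the control limits plus 3 SD of those, cut at about 17% in these data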;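 further: 0% = plate median of compound wells and 100% = probe without SIAE protein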
Tn7 DDE FP: inhibitors of Tn7 peptide binding to fibrin DD(E), primary screen, biochemical, fluorescence polarization, human fibrin, Tn7 probe; Fibrinogen beta chain (Homo sapiens), P02675; FP displacement of FITC-Tn7 peptide from fibrin DD(E); 0% = median of compound wells per plate; AID 720508, 2013; hit rate 0.13% among 370,000; inhibition, % at 8.3 µM;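 active means inhibition above the mean of compounds falling within the control limits plus 3 SD of them, cut at about 14% in these data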;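 further: 0% = plate median of compound wells and 100% = 10 µM Aha-Tn7 peptide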
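Test system – human fibrin DD(E) · Times – 10 min preincubation, 3 h with tracer, room temperature · Detection – fluorescence polarization of the labelled Tn7 tracer · Measure – percent inhibition normalized to high-control wells · Benchmarks – high control wells with 10 µM unlabelled Aha-Tn7 peptide (full inhibition) · Repeats – singlicate testing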
MBD2 inh: inhibitors of MBD2 binding to methylated DNA, primary screen, biochemical, TR-FRET, DNA-binding domain, human; Methyl-CpG-binding domain protein 2 (Homo sapiens), Q9UBB5; MBD2 binding to methylated oligonucleotide; inhibition, % at 4.4 µM; hit rate 0.31% among 370,000; AID 686964, 2013; in the data active means inhibition above about 13%
proKLK7 act: proKLK7 zymogen activators, primary screen, biochemical, fluorescence intensity; Kallikrein-7 (Homo sapiens), P49862; AID 652039, 2013; activation, % at 7 µM; purified proKLK7, EDANS-DABCYL substrate fluorescence; 100% is mature enzyme control, 0% vehicle; hit rate 0.9% among 370,000;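 active means activation above the mean of all tested compounds plus 3 SD, computed per campaign excluding outliers beyond control limits, cut at about 13% in these data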
TDP2 absorb: human TDP2 enzyme inhibitors, primary screen, biochemical, epi absorbance, recombinant enzyme; Tyrosyl-DNA phosphodiesterase 2 (Homo sapiens), O95551; T5PNP hydrolysis, p-nitrophenol absorbance 415 nm; inhibition, % at 12.8 µM; hit rate 0.34% among 370,000;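 active means inhibition above the mean of all tested compounds plus 3 SD, set per campaign, cut at about 25% in these data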;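 further: 0% = DMSO with enzyme and 100% = buffer with substrate but no TDP2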
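test system = human TDP2 enzyme | input = TDP2 enzyme at 120 nM final | medium = 50 mM Tris-HCl pH 7.5 with Mg2+, KCl, DTT, BSA | also added = T5PNP substrate, 5 mM | times = 2 h at 37 °C | technique = epi absorbance | benchmarks = high control without enzyme, low control DMSO plus TDP2 | replication = each compound tested once, singlicate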
DDE Tn6 FP inh: inhibitors of Tn6 peptide binding to fibrin DD(E), primary screen, biochemical, fluorescence polarization, human fibrin, Tn6 probe; inhibition, % at 8.3 µM; Fibrin DD(E) TRITC-Tn6 fluorescence polarization displacement; hit rate 0.21% among 370,000; Fibrinogen beta chain (Homo sapiens), P02675; AID 720509, 2013;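 active means inhibition above a per-campaign cutoff: mean of compounds within control limits plus 3 SD, cut at about 15% in these data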;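 further: 0% = median of all compound wells on the plate and 100% = blocking peptide control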
UHRF1 binding: UHRF1 methylated DNA binding inhibitors, primary screen, counter-screen for MBD2 inhibitor project, biochemical, TR-FRET, human UHRF1, single concentration. E3 ubiquitin-protein ligase UHRF1 (Homo sapiens), Q96T88. UHRF1 binding to methylated oligo. inhibition, % at 4.4 µM. hit rate 0.75% among 370,000; in the data active means inhibition above about 21%;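 further: UHRF1 SRA domain binding a hemimethylated CpG hairpin DNA probe; 0% = median of test compound wells and 100% = reference inhibitor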
Target sequence (Q96T88 whole entry, looked up, the tested form may be a part): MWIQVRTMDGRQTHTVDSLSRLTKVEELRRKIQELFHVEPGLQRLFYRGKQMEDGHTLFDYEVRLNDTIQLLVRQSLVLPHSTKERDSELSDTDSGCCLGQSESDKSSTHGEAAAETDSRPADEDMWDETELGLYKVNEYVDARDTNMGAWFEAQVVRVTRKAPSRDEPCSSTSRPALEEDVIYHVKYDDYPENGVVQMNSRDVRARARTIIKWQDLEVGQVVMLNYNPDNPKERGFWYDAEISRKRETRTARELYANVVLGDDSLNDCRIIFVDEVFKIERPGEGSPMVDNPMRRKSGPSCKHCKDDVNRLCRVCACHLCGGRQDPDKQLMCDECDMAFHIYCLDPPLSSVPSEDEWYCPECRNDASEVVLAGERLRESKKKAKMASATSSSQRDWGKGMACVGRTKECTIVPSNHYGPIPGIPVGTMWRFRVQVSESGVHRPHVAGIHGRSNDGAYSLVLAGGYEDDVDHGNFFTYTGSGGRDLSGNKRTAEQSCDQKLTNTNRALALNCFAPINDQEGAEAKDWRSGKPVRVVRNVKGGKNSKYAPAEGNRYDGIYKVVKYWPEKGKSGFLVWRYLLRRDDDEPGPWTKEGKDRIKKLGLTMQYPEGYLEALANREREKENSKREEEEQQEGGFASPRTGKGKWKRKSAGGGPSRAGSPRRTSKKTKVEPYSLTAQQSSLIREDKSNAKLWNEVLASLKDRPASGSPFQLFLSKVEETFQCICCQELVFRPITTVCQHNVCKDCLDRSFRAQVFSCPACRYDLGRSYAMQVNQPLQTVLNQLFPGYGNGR
LEDGF integ inh: blockers of LEDGF/p75-dependent integrase strand transfer – biochemical, TR-FRET, high throughput, primary screen; hit rate 0.64% among 370,000; TR-FRET IN-LEDGF/p75 DNA integration, Eu/Cy5; AID 743269, 2014; inhibition, % at 3.7 µM; HIV-1 integrase (with human LEDGF/p75);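 active means inhibition above the screen-wide mean plus 3 SD, cut at about 13% in these data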;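 further: signal is the Cy5 over europium emission ratio at 671 and 618 nm; 0% = plate median of compound wells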
Starred values were filed as active, the others as inactive; nt = not tested or not shown.

Under each structure: SIAE inh	Tn7 DDE FP	MBD2 inh	TDP2 absorb	proKLK7 act	LEDGF integ inh	DDE Tn6 FP inh	TCR-CD3 inh	UHRF1 binding	PRMT1 FP inh
1) Cc1c[n+]([O-])ccc1Oc1ccc([N+](=O)[O-])cc1
    -5	4	-2	8	-0.1	-2	-3	4	-2	-1
2) CCN(CC)c1ccc(C(=O)OCC(=O)NC2CCCCC2C)cc1 (centres undefined)
    3	2	-2	-7	0.4	0	-1	-2	1	2
3) Cc1cc(C)cc(Nc2nc(-c3ccc(S(=O)(=O)N4CCCC4)cc3)cs2)c1
    22*	7	0	-2	0.3	1	8	0	1	2
4) COCC(=O)N1CCC(Oc2ccc(C(=O)N3C[C@@H]4CCC[C@H]3C4)cc2)CC1
    1	10	0	12	0.4	0	7	4	0	1
5) O=C(O)C1C2C=CC(C2)C1C(=O)NC1CCS(=O)(=O)C1 (centres undefined)
    0	-8	3	-9	-0.3	1	-7	5	1	1
6) CCOC(=O)c1cnc(-n2nc(C)cc2C)nc1NCc1ccccc1
    2	6	3	11	0.7	9	13	4	0	0
7) CCOCc1nnc(NC(C)=O)s1
    -5	-5	3	1	0.9	-3	-2	5	0	0
8) CC(C)NC(=O)c1ccccc1S(=O)(=O)c1ccccc1C#N
    -2	5	-4	-7	0.0	-3	-6	-3	2	2
9) NN=C1c2ccccc2C(=O)C1C(=O)C(c1ccccc1)c1ccccc1 (centres undefined)
    -60	-4	-3	-4	-0.4	4	19*	14	-2	3
10) CN(C(=O)c1cccc(NC(=O)C2CCN(C(=O)OC(C)(C)C)CC2)c1)C1CCCCC1
    -4	-3	-4	1	-0.2	-1	-2	0	-4	-1
11) Cc1ccc(-c2csc(NC(=O)c3ccco3)n2)cc1C
    -17	4	10	-1	-0.7	-7	-14	-4	3	5
12) COCCN1Cc2cc(C(=O)OC)c3c(c2C1=O)c1ccccc1n3S(=O)(=O)c1ccc(C)cc1
    -2	-5	-4	-11	0.3	2	-1	3	-1	-6
13) O=C(NC(=S)Nc1ccc(Br)cc1)C1CCCCC1
    -6	4	0	-15	-0.7	1	5	-2	4	3
14) CCCn1c(N)c(C(=O)CSc2nnc3n2CCCCC3)c(=O)[nH]c1=O
    7	3	1	-1	0.5	0	-1	-2	5	7
15) CC1CCN(S(=O)(=O)c2ccc(Cl)cc2Br)CC1
    7	1	-2	1	0.1	-2	-3	-5	4	2
16) Cc1[nH]nc(SCC(=O)Nc2cccc(O)c2)c1[N+](=O)[O-]
    -18	8	-2	-1	-0.2	-4	6	0	1	1
17) CS(=O)(=O)N[C@@H]1C[C@@H]2O[C@H](CO)CC[C@@H]2O[C@@H]1CCc1ccc(-c2ccccc2F)cc1
    1	-4	-1	5	0.9	3	-3	nt	0	-3
18) CC(=O)Nc1ccc(NC(=O)C2CC(=O)N=C(N)S2)cc1 (centres undefined)
    11	4	-2	5	-0.1	1	-1	-2	-3	-1
19) COc1cccc(NC(=O)C2(C)CCN2C(=O)Cc2ccc(C(C)C)cc2)c1 (centres undefined)
    -2	2	2	-1	0.3	3	-4	0	5	0
20) Cc1nnc(SCC(=O)NC2CCCC2)n1CCc1ccccc1
    -3	-1	0	0	-0.8	4	-2	1	0	0

Entries above that have an aryl thioether with sulfur outside any ring:
Under each structure: SIAE inh	Tn7 DDE FP	MBD2 inh	TDP2 absorb	proKLK7 act	LEDGF integ inh	DDE Tn6 FP inh	TCR-CD3 inh	UHRF1 binding	PRMT1 FP inh
14) CCCn1c(N)c(C(=O)CSc2nnc3n2CCCCC3)c(=O)[nH]c1=O
    7	3	1	-1	0.5	0	-1	-2	5	7
16) Cc1[nH]nc(SCC(=O)Nc2cccc(O)c2)c1[N+](=O)[O-]
    -18	8	-2	-1	-0.2	-4	6	0	1	1
20) Cc1nnc(SCC(=O)NC2CCCC2)n1CCc1ccccc1
    -3	-1	0	0	-0.8	4	-2	1	0	0

Carrying on.
Under each structure: SIAE inh	Tn7 DDE FP	MBD2 inh	TDP2 absorb	proKLK7 act	LEDGF integ inh	DDE Tn6 FP inh	TCR-CD3 inh	UHRF1 binding	PRMT1 FP inh
21) Cc1ccc(OCCC(=O)OCC(=O)Nc2ccc(N3CCOCC3)cc2)cc1
    15	2	-3	3	-0.1	1	-1	7	0	6
22) Cc1ccc(C(=O)NCCCNC(=O)c2ccco2)cc1
    -2	-1	-5	-7	-0.1	0	-1	-2	1	-6
23) O=[N+]([O-])c1ccc(S(=O)(=O)N/N=C/c2ccc3c(c2)OCO3)cc1
    1	1	-3	-4	-0.1	-1	9	6	0	1
24) NC(=O)Nc1ccc(Nc2ccccc2)cc1
    9	5	-4	-9	0.0	1	7	-2	4	3
25) Cc1ccc(Sc2ncccc2C(=O)NC2CCCCCC2)cc1C
    -10	-6	-6	0	0.5	0	-5	-2	1	-2
26) Cc1cc(C(F)(F)F)c(C#N)c(N2CCOCC2)n1
    7	-2	1	-7	-0.5	1	2	-1	3	0
27) CCOC(=O)c1nc2ccccc2c(=O)[nH]1
    5	-3	-6	-4	0.4	2	4	3	-1	-5
28) CCN(C(=O)/C=C/c1ccccc1)C1CCCCC1
    4	3	1	-6	-0.3	-4	1	-8	3	2
29) Cc1ccc(N(CC(=O)Nc2ccc(S(=O)(=O)N3CCOCC3)cc2)S(C)(=O)=O)cc1C
    -2	7	0	-2	-0.1	-4	-3	6	2	0
30) Cc1ccccc1CC1S/C(=N/N=C/c2ccco2)NC1=O (centres undefined)
    8	3	2	11	0.0	3	-10	6	-4	-4
31) COC(=O)c1ccc(NC(=O)C(=O)N2CCN(C(=S)Nc3ccc(OC)cc3)CC2)cc1
    -2	-9	-4	-6	0.3	2	10	-2	2	-2
32) CCCCNC(=O)C(=O)c1ccccc1NC(C)=O
    7	-1	-2	1	-0.2	7	-4	1	-1	-2
33) CCc1cccc(NC2c3ccccc3C(=O)N2c2cccnc2)c1 (centres undefined)
    0	-3	-6	-5	0.5	3	-3	6	-1	-3
34) CN(C)c1ccc(C=NCCc2ccc(S(N)(=O)=O)cc2)cc1
    2	-5	4	2	0.0	-1	-1	10	1	1
35) CCN(CC)C(=O)C1CCCN(c2ccc([N+](=O)[O-])cc2/C=N/NC(=O)c2cccc([N+](=O)[O-])c2)C1 (centres undefined)
    -16	6	-3	3	0.7	-5	6	7	-1	-1
36) COc1cccc(Cn2cccc(NC(=O)Nc3ccc(C#N)cc3)c2=O)c1
    3	6	4	-11	0.6	1	-5	6	-3	-2
37) CCN(CC)CCCN1C(=O)CSC1c1ccc([N+](=O)[O-])cc1 (centres undefined)
    -6	-7	2	-10	0.2	4	-7	0	2	0
38) CCC[C@H]1[C@@H](OC(=O)NCc2ccc(C)o2)CC[C@@]23CCCN2C(=O)CCC[C@@H]13
    -1	-5	-4	-1	nt	1	3	nt	-1	13
39) CCOC(=O)Cc1csc(NC(=O)Nc2ccc(Cl)cc2)n1
    -4	-1	-3	7	0.4	4	-11	5	0	-4
40) Cc1cc(S(=O)(=O)Nc2cccc([N+](=O)[O-])c2)c(C)s1
    -2	-3	3	-4	-0.1	-2	1	1	-1	1

Some of the entries above in a different format.
| # | smiles | SIAE inh | Tn7 DDE FP | MBD2 inh | TDP2 absorb | proKLK7 act | LEDGF integ inh | DDE Tn6 FP inh | TCR-CD3 inh | UHRF1 binding | PRMT1 FP inh |
| --- | --- | --- | --- | --- | --- | --- | --- | --- | --- | --- | --- |
| 21 | Cc1ccc(OCCC(=O)OCC(=O)Nc2ccc(N3CCOCC3)cc2)cc1 | 15 | 2 | -3 | 3 | -0.1 | 1 | -1 | 7 | 0 | 6 |
| 25 | Cc1ccc(Sc2ncccc2C(=O)NC2CCCCCC2)cc1C | -10 | -6 | -6 | 0 | 0.5 | 0 | -5 | -2 | 1 | -2 |

Going on with the list:
Under each structure: SIAE inh	Tn7 DDE FP	MBD2 inh	TDP2 absorb	proKLK7 act	LEDGF integ inh	DDE Tn6 FP inh	TCR-CD3 inh	UHRF1 binding	PRMT1 FP inh
41) CN1CCN(NC(=O)c2cc(S(=O)(=O)Nc3ccc(Cl)cc3)ccc2Cl)CC1
    8	-1	0	22	-0.5	-2	4	5	-5	-3
42) Cc1ccc(S(=O)(=O)NCC(=O)OCC(=O)Nc2ncc(Cl)cc2Cl)cc1
    -3	3	-1	3	0.1	3	10	8	-1	-1
43) Cc1ccc(C)c(OC(=O)c2cncc(Br)c2)c1
    4	4	4	-11	-0.5	1	5	3	2	0
44) N#Cc1cc(-c2ccccc2)nnc1Oc1ccccc1
    2	-1	-1	9	-0.2	1	-9	-3	1	1
45) COC(=O)C1CCCN1C(=O)COc1ccc(Br)cc1Cl (centres undefined)
    -9	-11	1	-17	0.0	4	-8	3	0	-4
46) O=C(Nc1ccc(Cc2ccncc2)cc1)c1ccc(Br)o1
    -4	-7	-1	1	-0.9	-1	1	-7	-1	3
